# TCR CD3 inh: inhibitors of human TCR-CD3 interaction, primary screen, biochemical, fluorescence, TAMRA-labeled TCR probe | T-cell receptor (TCR) | inhibition, % at 9.4 µM | 0.37% of 360,000 active; in the data active means inhibition above about 19%;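 further: recombinant mutant TCR 2C K166C tagged with TAMRA read by polarization; 0% = receptor in buffer alone and 100% = receptor with positive control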
# UHRF1 MBD2 ctr: UHRF1 methylated DNA binding inhibitors, primary screen, counter-screen for MBD2 inhibitor project, biochemical, TR-FRET, human UHRF1, single concentration; E3 ubiquitin-protein ligase UHRF1 (Homo sapiens), Q96T88; inhibition, % at 4.4 µM; AID 687016, 2013; 0.75% of 370,000 active; UHRF1 binding to methylated oligo; in the data active means inhibition above about 21%;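 further: UHRF1 SRA domain binding a hemimethylated CpG hairpin DNA probe; 0% = median of test compound wells and 100% = reference inhibitor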
# rCAG binder: binders of r(CAG) RNA repeats, primary screen, biochemical, fluorescence; 1.3% of 370,000 active; inhibition, % at 3 µM; r(CAG) RNA repeat, TO-PRO-1 dye displacement fluorescence; AID 651821, 2012;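 active means inhibition above the plate cutoff, the mean of all test compounds on that plate plus 3 SD, cut at about 35% in these data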;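 further: 0% = DMSO alone and 100% = 100 µM mitoxantrone as full dye displacement; higher means more dye released from RNA so lower well fluorescence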
# GC-A act: GC-A stimulated cGMP production enhancers – HEK293 GC-A cells, cGMP TR-FRET, EC30 ANP, primary screen | AID 1671463, 2021 | activation, % at 10 µM | 0.14% of 370,000 active | 0% at EC30 ANP, 100% saturating ANP; in the data active means activation above about 40%
# MBD2 inh: inhibitors of MBD2 binding to methylated DNA, primary screen, biochemical, TR-FRET, DNA-binding domain, human | Methyl-CpG-binding domain protein 2 (Homo sapiens), Q9UBB5 | MBD2 binding to methylated oligonucleotide | inhibition, % at 4.4 µM | 0.31% of 370,000 active | AID 686964, 2013; in the data active means inhibition above about 13%
# HTRA1 inhibitor: HTRA1 serine protease inhibitors, primary screen, biochemical, fluorescence polarization, HTS; Q92743; recombinant HTRA1, FP-rhodamine activity-based probe; inhibition, % at 5.96 µM; 0.5% of 340,000 active; AID 504803, 2011; in the data active means inhibition above about 36%;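 further: 0% = enzyme with DMSO and 100% = wells lacking enzyme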
# mABHD4 FP: ABHD4 inhibitors, primary screen, biochemical, fluorescence polarization, mouse | (Lyso)-N-acylphosphatidylethanolamine lipase (Mus musculus), Q8VD66 | purified mABHD4, FP-Rh probe fluorescence polarization | inhibition, % at 8.92 µM | 0.54% of 370,000 active | AID 720543, 2013;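 active means inhibition exceeding the mean over every tested compound plus 3 SD, cut at about 30% in these data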;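 further: 0% = plate median of compound wells and 100% = S159A mutant with DMSO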
# Target sequence (Q8VD66 whole entry, looked up): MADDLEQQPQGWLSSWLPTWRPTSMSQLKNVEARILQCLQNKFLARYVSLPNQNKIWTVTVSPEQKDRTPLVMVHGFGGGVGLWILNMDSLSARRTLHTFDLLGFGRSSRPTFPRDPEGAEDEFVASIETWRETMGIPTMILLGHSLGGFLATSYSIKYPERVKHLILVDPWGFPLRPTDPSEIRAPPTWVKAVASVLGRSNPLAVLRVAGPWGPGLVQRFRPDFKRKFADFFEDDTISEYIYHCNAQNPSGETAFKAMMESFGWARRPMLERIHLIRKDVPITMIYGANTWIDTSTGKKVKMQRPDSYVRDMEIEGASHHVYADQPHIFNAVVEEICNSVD
#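 Assay system: Wild-type mouse ABHD4 protein | Medium: HEPES pH 7.0 buffer, 150 mM NaCl, 0.01% Pluronic F-127 | Incubation: Enzyme–compound pre-incubation 45 min, then probe 60 min, both 25 °C | Technique: Fluorescence polarization with parallel and perpendicular emission, 525/598 nm | Evaluation: % inhibition of FP-Rh probe binding versus controls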
# SIAE primary: human SIAE inhibitors, primary screen, biochemical, fluorescence polarization, FP-Rh probe, 1536-well HTS; SIAE FP-Rh probe binding; Sialate O-acetylesterase (Homo sapiens), Q9HAT2; 0.69% of 370,000 active; AID 1053197, 2014; inhibition, % at 9.66 µM;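 active means inhibition above a cutoff: mean of compounds within the control limits plus 3 SD of those, cut at about 17% in these data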;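 further: 0% = plate median of compound wells and 100% = probe without SIAE protein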
# Target sequence (Q9HAT2 whole entry, looked up): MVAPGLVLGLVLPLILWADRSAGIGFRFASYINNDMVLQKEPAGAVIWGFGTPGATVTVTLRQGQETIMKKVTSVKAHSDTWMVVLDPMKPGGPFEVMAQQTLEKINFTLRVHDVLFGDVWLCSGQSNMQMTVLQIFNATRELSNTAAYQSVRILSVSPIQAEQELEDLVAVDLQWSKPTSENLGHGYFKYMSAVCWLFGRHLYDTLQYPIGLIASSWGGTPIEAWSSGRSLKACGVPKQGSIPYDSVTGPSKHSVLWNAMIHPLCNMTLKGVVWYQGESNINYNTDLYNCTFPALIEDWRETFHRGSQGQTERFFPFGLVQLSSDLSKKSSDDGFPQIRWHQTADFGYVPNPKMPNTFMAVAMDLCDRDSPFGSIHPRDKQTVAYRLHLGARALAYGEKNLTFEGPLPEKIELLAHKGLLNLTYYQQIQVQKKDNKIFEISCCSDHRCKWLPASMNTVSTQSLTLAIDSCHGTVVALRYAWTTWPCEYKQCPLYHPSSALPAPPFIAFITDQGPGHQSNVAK
# PRMT1 FP inh: PRMT1 methyltransferase inhibitors, primary screen, biochemical, fluorescence polarization; Protein arginine N-methyltransferase 1 (Homo sapiens), Q99873; recombinant PRMT1, activity-based probe fluorescence polarization; inhibition, % at 2.79 µM; 1.3% of 370,000 active; AID 652257, 2013;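 active means inhibition above about 21% made by adding two undisclosed values, limit read from the data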
# NPR2 activator: human GC-B receptor activators, primary screen, HEK293 GC-B cells, cGMP TR-FRET, EC30 CNP; 0% at EC30 CNP, 100% saturating CNP; AID 1920062, 2024; activation, % at 10 µM; 0.11% of 370,000 active;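 active means activation at 10 µM reaching about 35% in either raw or pattern-adjusted values, limit read from the data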
# Numbers without * were called inactive; x = not tested or not shown.
SMILES,TCR CD3 inh,UHRF1 MBD2 ctr,rCAG binder,GC-A act,MBD2 inh,HTRA1 inhibitor,mABHD4 FP,SIAE primary,PRMT1 FP inh,NPR2 activator
COc1ccccc1S(=O)(=O)CC(O)COc1ccc(F)cc1Cl (centres undefined),-1,0,-4,-2,1,0,1,1,-4,-2
COc1ccc(C(=O)NCC(=O)NCC(=O)OCC(=O)c2cccs2)cc1,-4,0,-3,3,-2,-3,3,13,-3,-2
Cc1ccc(S(=O)(=O)N2C[C@H]3[C@H]4C(=O)N(C5CCCCC5)C(=O)[C@H]4CC(=O)[C@H]3[C@@H]2c2ccccc2Cl)cc1,-2,-1,12,-2,4,x,-2,-11,6,0
O=C(CN(C(=O)CCC(=O)Nc1nccs1)c1ccc(F)cc1)NCc1ccc2c(c1)OCO2,6,0,0,-6,3,0,4,0,-1,-6
CCC(C)c1ccc(S(=O)(=O)N2CCN(CC(O)CN3CCOCC3)CC2)cc1 (centres undefined),-6,5,-4,2,5,7,25,3,5,3
Cc1ccc2nc(-c3ccncc3)c(Nc3ccccc3)n2c1,-1,-1,-4,-14,-5,-5,3,8,-2,-9
Cn1cccc1/C=N/NC(=O)c1cc(-c2cccs2)nc2ccccc12,0,1,6,-4,1,-22,-3,3,-1,-6
Cc1ccc(-c2nn(-c3ccccc3)cc2C(=O)OCC(=O)Nc2ncc(Cl)cc2Cl)cc1,5,2,11,-1,-3,-12,-2,-7,5,3
COC(=O)Cn1c(=NC(=O)CSCC(=O)Nc2cc(C)on2)sc2ccccc21,2,1,4,1,-7,1,2,2,-5,-2
CN(c1ccccc1)S(=O)(=O)c1ccc2c(c1)OCCO2,-7,-1,0,-2,-1,8,4,-1,-3,0
COc1ccc(CCNC(=O)c2ccc(CN3CCOCC3)cc2)cc1,-3,2,-8,3,2,-1,2,-3,1,6
COC(=O)Cn1c(O)c(N=NC(=O)CNC(=O)c2ccc3c(c2)OCCO3)c2ccccc21,-5,-1,12,8,-8,1,4,3,3,5
CCC(=O)Oc1oc(-c2ccccc2)nc1C=Nc1ccc(C)cc1,9,-2,2,-1,0,2,-6,0,-3,2
Cc1ccnc(NC(=O)CS(=O)(=O)Cc2ccccc2)c1,2,0,-1,-1,2,2,0,-4,-2,2
COc1cccc(OC)c1C(=O)NC(=S)NCc1ccco1,9,2,1,-1,5,-1,2,-1,-2,4
CN(C)c1ncc(C(=O)O)cn1,3,-1,-2,-1,-2,-2,3,4,-1,-5
CC1=C(C(=O)Nc2cccc(C(=O)NCC(C)c3ccccc3)c2)SCCO1 (centres undefined),2,0,0,2,-6,-4,-6,2,-5,1
COC(=O)c1cnc(SCc2ccc([N+](=O)[O-])cc2)n1C,10,1,-2,3,-7,x,0,10,1,1
Cc1ccc(C(=O)NC(=S)Nc2ccc(N3CCOCC3)cc2)cc1,6,-2,-1,-1,-2,4,-1,13,0,-1
CCC(C)(C(=O)NC1CCCCC1)N(C)C(=O)c1ccc2c(c1)OCO2 (centres undefined),6,0,-2,-2,0,1,3,-3,-3,0
CCc1ccc2nc(NC(=O)c3cc(C)on3)sc2c1,-13,-2,3,1,-3,-24,-12,-1,0,-5
Cc1ccc(N(CC(=O)N2CCN(c3ccccc3F)CC2)S(=O)(=O)c2c(C)noc2C)cc1,-1,3,-3,0,4,4,12,0,3,-3
CC1(C(=O)Nc2ccc3ccccc3c2)CCC(=O)N1C1CCN(Cc2ccccc2)CC1 (centres undefined),-7,-2,2,1,-5,x,3,-1,5,-7
O=C(NCc1ccc(C(=O)NCC2CCCO2)cc1)c1cccc(Br)c1 (centres undefined),x,4,-1,-3,3,x,-2,-1,2,5
COc1ccc(OC)c(NC(=O)COC(=O)C2CCN(C(=O)c3ccc(Cl)cc3)CC2)c1,8,-2,-6,-5,-4,5,-1,1,-1,-13
# (more compounds)
SMILES,TCR CD3 inh,UHRF1 MBD2 ctr,rCAG binder,GC-A act,MBD2 inh,HTRA1 inhibitor,mABHD4 FP,SIAE primary,PRMT1 FP inh,NPR2 activator
COc1cc(S(=O)(=O)N2CCOCC2)ccc1NC(=O)COC(=O)c1cc(OC)c(OC)c(OC)c1,8,-1,5,2,0,3,0,5,0,2
CC(C)CNc1cccc2c1S(=O)(=O)N(Cc1cn(Cc3cccc(F)c3)nn1)Cc1ccccc1O2,x,3,7,0,0,x,19,-3,0,3
CC(C)c1ccc(N(CC(=O)NCc2ccco2)C(=O)CCC(=O)Nc2nccs2)cc1,6,-1,0,2,-1,1,4,2,3,3
Cn1c(N)c(N2CCCCC2)c(=O)n(CC(=O)Nc2ccc(Cl)c(Cl)c2)c1=O,2,0,5,4,-3,10,0,0,-1,0
O=C(/C=C/c1ccc(OC(F)F)cc1)Nc1cccc(S(=O)(=O)N2CCOCC2)c1,2,-4,10,4,-4,-53,-34,-62,-1,-6
CC(=O)c1cc(-c2ccccc2)n(CC(=O)NCc2ccccc2)c1C,x,-1,3,-1,-2,x,1,8,-11,-5
COc1cccc(S(=O)(=O)N(C)C[C@H]2OCc3cn(nn3)CCCC(=O)N([C@@H](C)CO)C[C@@H]2C)c1,0,1,-1,0,5,x,3,6,2,1
Nn1c(COc2ccccc2F)nnc1SCC(=O)NC1CCCCC1,2,-4,-1,-2,-2,10,6,4,1,0
Cc1ccc(S(=O)(=O)CCC(=O)OCC(=O)c2c[nH]c3ccccc23)cc1,-4,8,12,-4,1,-12,-10,-2,2,-6
COCCNC(=O)CS(=O)Cc1nc(-c2ccc(Cl)cc2)oc1C (centres undefined),9,0,3,12,2,5,-1,6,-1,-6
COc1ccc(/C=N/n2c(-c3n[nH]c4c3CCC4)n[nH]c2=S)c(OC)c1OC,9,2,-3,-5,2,3,-1,2,0,-2
CCOC(=O)c1c(CC(C)C)csc1NC(=O)C(C)C,7,1,-3,0,-1,2,-2,-4,-2,-2
N#CCc1ccc(OC[C@@H](O)CN2CCC(C(O)(c3ccccc3)c3ccccc3)CC2)cc1,x,2,2,-17,-1,x,5,0,-4,-8
CC(=O)CC(=O)Nc1ccc(Nc2ccccc2)cc1,9,-1,3,-2,-6,1,6,8,-1,-6
COC(=O)C1=C(C)N(Cc2ccccc2C(F)(F)F)C(=NCc2ccc3c(c2)OCO3)NC1CCc1ccccc1 (centres undefined),1,0,10,-17,3,x,11,-2,4,-22
CC1CCCCN1CCCNC(=O)Cn1ncc2c([nH]c3ccccc32)c1=O (centres undefined),0,-2,6,1,-5,-3,-1,-4,-1,5
COc1ccccc1C(=O)NCC(=O)NCc1cc(=O)n(C)c(=O)n1C,5,0,1,-1,-4,1,6,5,-4,0
Nn1cnnc1SC1CCCCC1NS(=O)(=O)c1ccccc1 (centres undefined),-9,14,1,2,7,5,-7,-2,4,-1
Cn1c(=O)c2c(ncn2CC(O)CNc2cccc(Cl)c2)n(C)c1=O (centres undefined),-7,1,1,-3,2,1,-4,2,1,-4
CCCNC(=O)CS(=O)(=O)Cc1nc(-c2cccc(OC)c2)oc1C,3,1,1,-7,-3,3,-1,1,-4,-1
O=C(NC1(C(F)(F)F)NC(=O)N(Cc2ccco2)C1=O)c1cccnc1 (centres undefined),2,5,-3,5,4,10,-2,0,4,1
COc1ccc(NC(=O)CN2CCN(c3ccccc3Cl)CC2)cc1,-2,-2,-5,-1,-3,-1,9,1,-1,-1
CCCOP(=O)(OCCC)c1c([N+](=O)[O-])cc(C(F)(F)F)cc1[N+](=O)[O-],7,0,-7,-1,0,1,1,0,2,4
Cc1ccc(O)c(N=Cc2cccs2)c1,2,-4,6,0,-1,21,16,6,4,2
CC(C)(C)C(=O)CN1C(=O)NC2(CCCc3ccccc32)C1=O (centres undefined),0,1,-6,3,-1,4,0,1,1,3

# Filtered by structure: the entries above with an NH in an aromatic ring (3)
SMILES,TCR CD3 inh,UHRF1 MBD2 ctr,rCAG binder,GC-A act,MBD2 inh,HTRA1 inhibitor,mABHD4 FP,SIAE primary,PRMT1 FP inh,NPR2 activator
Cc1ccc(S(=O)(=O)CCC(=O)OCC(=O)c2c[nH]c3ccccc23)cc1,-4,8,12,-4,1,-12,-10,-2,2,-6
COc1ccc(/C=N/n2c(-c3n[nH]c4c3CCC4)n[nH]c2=S)c(OC)c1OC,9,2,-3,-5,2,3,-1,2,0,-2
CC1CCCCN1CCCNC(=O)Cn1ncc2c([nH]c3ccccc32)c1=O (centres undefined),0,-2,6,1,-5,-3,-1,-4,-1,5

# (cont.)
SMILES,TCR CD3 inh,UHRF1 MBD2 ctr,rCAG binder,GC-A act,MBD2 inh,HTRA1 inhibitor,mABHD4 FP,SIAE primary,PRMT1 FP inh,NPR2 activator
Cc1ccc(OCCNC(=O)CCc2nc3sc4c(c3c(=O)[nH]2)CCCC4)cc1,-10,-1,3,-3,3,-16,0,-11,2,9
Cn1nnc(NC(=O)c2cccs2)n1,2,1,-2,1,0,4,-2,-4,-2,0
Cc1c(C)c2ccc(OC(C)C(=O)NCc3ccccn3)cc2oc1=O (centres undefined),0,-2,-3,-6,0,4,6,0,-3,-4
Cc1cccc2c(CCNC(=O)c3ccc([N+](=O)[O-])cc3)c[nH]c12,1,0,6,-4,5,-1,-2,1,1,3
CCCN(c1ccccc1C(=O)O)S(=O)(=O)c1ccc2c(c1)n(C)c(=O)n2C,2,3,1,3,2,4,3,2,3,5
O=[N+]([O-])c1ccc(NC(=S)N2CCCC2)cc1,-2,-1,-1,0,0,-3,-1,3,3,-2
O=C(Nc1ccccc1N1CCN(C(=O)c2ccccc2)CC1)c1ccc([N+](=O)[O-])o1,4,-5,-5,-7,0,8,16,3,3,-11
O=C1CCN(Cc2ccccc2)S(=O)(=O)c2ccc(C(F)(F)F)cc21,1,-1,-2,2,-1,-23,-1,-1,-2,6
CCN(CC)C(=O)COCc1cc(-c2ccc3c(c2)OCO3)on1,1,1,-5,1,0,7,2,9,-2,-2
COc1ccc2ccccc2c1CN1CCCC(CO)C1 (centres undefined),-1,0,-1,-3,-1,-3,3,-8,-1,2
COc1cc(/C=C2/C(=O)CNC2=O)ccc1O,-10,-9,-28,14,-2,5,-11,-9,5,-4
COc1ccccc1N(C(=O)Cn1nnc(-c2ccc(C)o2)n1)C(C(=O)NC1CCCC1)c1ccncc1 (centres undefined),-12,1,0,-38,5,4,-10,-4,7,-12
COc1ccc([N+](=O)[O-])cc1NC(=S)NC(C)=O,-1,-1,0,4,-5,-7,1,-7,5,-1
O=C(O)C1C2C=CC(C2)C1C(=O)OCc1ccccc1 (centres undefined),7,16,1,-1,8,3,2,1,-2,5
C=CCn1c(C)cc(C2=NNC(=NCC)SC2)c1C,-1,0,5,-3,-6,12,9,6,5,1
Cn1c(SCC(=O)NC(c2ccccc2)c2ccccc2)nnc1-c1cccs1,-2,-1,-9,-7,0,-4,-6,5,0,-1

# Screens from PubChem.

# A portion of the library (hit frequency here may not be typical).
